USP1-UAF1 inh: Inhibitors of USP1/UAF1: Primary Screen. recombinant USP1/UAF1, Ub-Rhodamine cleavage fluorescence. Potency, µM (top dose mostly 57.1 µM), for inactives: top-dose activity change, negative = inhibition, hits mostly inhibitors. AID 743255, 2014. Ubiquitin carboxyl-terminal hydrolase 1 (Homo sapiens), O94782. 390,000 tested, 0.23% active; further: potency means the concentration at half of the fitted maximal effect; on the % scale 0 is the no-effect control and ±100 the full control effect; nearly all actives have a fitted effect of over 60% in size; inactives centre near -12
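USP1/UAF1 complex at 1 nM was preincubated with compound for 15 min at room temperature, then Ub-Rho substrate (150nM final) was added. Fluorescence (480/540 nm) was read kinetically, 6 reads every 60 seconds.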
RXFP1 agonist: qHTS Assay for Agonists of the Relaxin Receptor RXFP1. AID 2676, 2010. Potency, µM (series often up to 57.5 µM), for the others: top-dose activation, actives largely listed as activators. HEK293T-RXFP1 cAMP TR-FRET, 30 min; response scale: percent of porcine relaxin response, buffer zero. Relaxin receptor 1 (Homo sapiens), Q9HBX9. 370,000 tested, 0.3% active; further: potency means the concentration at half of the fitted maximal effect; on the % scale 0 is the no-effect control and ±100 the full control effect; nearly all actives have a fitted effect of over 60% in size; many of its hits are not listed in these tables
Target sequence (Q9HBX9 whole entry, looked up): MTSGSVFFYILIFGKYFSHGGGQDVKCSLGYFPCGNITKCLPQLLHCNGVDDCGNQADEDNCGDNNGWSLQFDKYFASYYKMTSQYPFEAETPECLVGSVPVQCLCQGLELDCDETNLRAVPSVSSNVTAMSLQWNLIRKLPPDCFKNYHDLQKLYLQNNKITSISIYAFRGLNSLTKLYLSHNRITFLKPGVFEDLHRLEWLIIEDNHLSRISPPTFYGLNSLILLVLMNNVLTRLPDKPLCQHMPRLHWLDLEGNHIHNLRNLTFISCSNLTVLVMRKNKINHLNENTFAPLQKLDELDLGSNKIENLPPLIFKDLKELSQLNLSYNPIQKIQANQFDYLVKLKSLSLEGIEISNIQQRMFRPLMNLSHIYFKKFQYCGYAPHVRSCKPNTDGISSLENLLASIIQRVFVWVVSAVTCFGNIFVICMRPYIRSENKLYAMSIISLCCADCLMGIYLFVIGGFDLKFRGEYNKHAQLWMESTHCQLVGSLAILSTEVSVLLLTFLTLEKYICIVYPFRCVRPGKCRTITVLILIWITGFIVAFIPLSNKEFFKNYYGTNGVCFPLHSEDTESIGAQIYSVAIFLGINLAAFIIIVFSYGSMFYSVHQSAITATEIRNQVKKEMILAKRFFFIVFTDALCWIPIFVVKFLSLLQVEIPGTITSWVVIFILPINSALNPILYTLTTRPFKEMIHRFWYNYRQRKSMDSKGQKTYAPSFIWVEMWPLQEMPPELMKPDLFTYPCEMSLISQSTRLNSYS
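cAMP rise read by TR-FRET after 30 min, 37C compound exposure (up to 58 uM) in RXFP1-transfected HEK293 cells with Ro 20174 present. EC50 from Hill-equation fits, with 29 nM porcine relaxin as 100% and buffer as basal.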
Vif-APOBEC3F blk: qHTS for Inhibitors of Vif-A3F Interactions: qHTS | HeLa A3F-eYFP + Vif (tagged APOBEC3F with the HIV-1 protein that degrades it), YFP fluorescence increase | Potency, µM (doses to about 46.1 µM), inactives show at the top dose activity, negative = active | 390,000 tested, 0.2% active | AID 602313, 2012; further: potency means the concentration at half of the fitted maximal effect; % of control where 0% means no effect; nearly all actives have a fitted effect of over 65% in size
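Fluorescence increase (Ex 488/Em 500-530) after overnight compound treatment at 37 deg C flags inhibition of Vif-driven A3F-eYFP loss in stable HeLa A3F-eYFP/Vif cells seeded overnight beforehand.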
LDHA block: qHTS assay for inhibitors of human lactate dehydrogenase. L-lactate dehydrogenase A chain (Homo sapiens), P00338. purified LDHA, NADH/diaphorase-resazurin fluorescence; hits give low values. activity change, % (values are at about 110 or 230 µM). 480,000 tested, 0.15% active; in the data active means activity change below about -30%; inconclusive means mostly about -25% to -30%;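 further: plate controls were DMSO wells for no effect and wells without enzyme for full effect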
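LDH5 2 nM; NADH 0.06 mM, pyruvate 0.2 mM; 200 mM Tris pH 7.4, EDTA, Tween-20; 5 min RT. Detection: diaphorase 0.133 mg/mL + resazurin 37 µM, fluorescence ex540/em590 at 0 and 20 min; normalized to enzyme-free and DMSO wells.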
PI4K2A inh: qHTS for small molecular inhibitors of PI4K2A. Phosphatidylinositol 4-kinase type 2-alpha (Homo sapiens), Q9BTU6. purified PI4K2A, ADP-Glo luminescence, 1 h; hits give low values. activity change, negative = inhibition, % at 76.9 µM. 420,000 tested, 0.13% active; in the data active means activity change below about -50%; inconclusive means mostly about -30% to -49%;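 further: -100% = wells without enzyme as full effect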
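Compounds are screened against recombinant PI4K2A using PI as substrate and ATP, the latter dispensed at 300 microM. Reactions run one hour at ambient temperature before ADP-Glo detection; full inhibition defined by wells lacking enzyme.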
TrxR1 substrate: qHTS Assay for Substrates of Mammalian Selenoprotein Thioredoxin Reductase 1 (TrxR1): qHTS; Thioredoxin reductase 1, cytoplasmic (Rattus norvegicus), O89049; purified TrxR1 substrate turnover, NADPH consumption readout; Potency, µM (series often up to 114 µM), inactives show at the top dose activity change, negative = substrate turnover; 390,000 tested, 0.01% active; further: potency means the concentration at half of the fitted maximal effect; on the % scale 0 is the no-effect control and ±100 the full control effect; nearly all actives have a fitted effect of over 50% in size
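Rat TrxR1, dispensed at 90 nM, was prereduced with 400 uM NADPH (final) for 5 min at ~22 deg C, then incubated with compound 15 min before 400 uM selenite. A first-read NADPH fluorescence drop versus no-compound background flagged substrates.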
Vif-APOBEC3G blk: qHTS for Inhibitors of Vif-A3G Interactions: qHTS; DNA dC->dU-editing enzyme APOBEC-3G (Homo sapiens), Q9HC16; HeLa A3G-eYFP + Vif (tagged APOBEC3G with the HIV-1 protein that degrades it), YFP fluorescence, overnight; Potency, µM (titrated, usually from 46.1 µM), for the others: top-dose activity, negative = active, hits mostly inhibitors; 410,000 tested, 0.076% active; AID 602310, 2012;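 further: potency means the concentration at half of the fitted maximal effect; on the % scale 0 is the no-effect control and ±100 the full control effect; nearly all actives have a fitted effect of over 60% in size; hits raise eYFP signal because A3G escapes Vif-driven loss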
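Read-out is eYFP fluorescence (Ex 488/Em 500-530) from Vif-expressing HeLa A3G-eYFP cells; more signal means A3G escaped Vif-mediated degradation. Cells plated overnight, compound pinned in, incubated overnight at 37 deg C.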
GRP78 ERSR act: qHTS for Inducers of the Endoplasmic Reticulum Stress Response (ERSR) in Human Glioma: qHTS; Potency, µM, for the others: top-dose activation, hits mostly activators; 420,000 tested, 0.02% active; U87-MG GRP78 promoter luciferase reporter, 16 h; further: potency means the concentration at half of the fitted maximal effect; series mostly up to about 76 µM; % of control where 0% means no effect; nearly all actives have a fitted effect of over 35% in size
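Stably transfected U87-MG glioma cells carrying a GRP78-based luciferase sensor; 16 h compound incubation. Luminescence end-point read 10 min after Bright-Glo addition at room temperature.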
IDH1 R132H inh: qHTS for Inhibitors of mutant isocitrate dehydrogenase 1 (IDH1): qHTS | Isocitrate dehydrogenase [NADP] cytoplasmic (Homo sapiens), O75874 | IDH1-R132H enzyme, NADPH consumption, diaphorase/resazurin fluorescence | Potency, µM (titrated, usually from 76.6 µM), for the others: top-dose activity change, negative = inhibition, hits mostly inhibitors | 390,000 tested, 0.093% active | AID 602179, 2012; further: potency means the concentration at half of the fitted maximal effect; on the % scale 0 is the no-effect control and ±100 the full control effect; nearly all actives have a fitted effect of over 65% in size
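IDH1-R132H (0.5 ug/mL dispensed) in pH 7.5 Tris buffer was preincubated 30 min with compound, then given a substrate mix of 0.016 mM NADPH and 2 mM alpha-KG for 80 min at room temperature; remaining NADPH was read by diaphorase/resazurin fluorescence.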
* hit, by the source's call; ? = inconclusive; / = not tested or not shown; [ ] = dose if it differs, or a comment. Unless noted, the call rests on the fitted dose curve; in most records, active means well fitted curve in the direction sought with a large enough effect; inconclusive means small, poorly fitted or top-dose-only effect, or another doubt; inactive means no such curve, though single readings can be large; an effect the other way counts as inactive or inconclusive. Some of the compounds tested; the hit share may differ from the screen's.

SMILES	USP1-UAF1 inh	RXFP1 agonist	Vif-APOBEC3F blk	LDHA block	PI4K2A inh	TrxR1 substrate	Vif-APOBEC3G blk	GRP78 ERSR act	IDH1 R132H inh
COc1ccc(C2CC(c3cccs3)=NN2c2ccc(C=O)cc2)cc1 (configuration not stated)	?	5.4%	-8%	-7	-2	5%	-10%	-1%	6%
O=C(Cc1ccc([N+](=O)[O-])cc1)Nc1cccc(C(F)(F)F)c1	-6%	0.7%	-6%	1	-8	-3%	4%	-1%	-7%
O=C(NCc1ccccc1)c1cccc(COc2ccc3c(c2)CCC3)c1	-19%	1.1%	0%	5	-6	-13%	0%	-13%	2%
Cc1ccc(NS(=O)(=O)c2ccc(C(C)C)cc2)cc1S(=O)(=O)N1CCOCC1	-24%	/	-7%	1	-3	-1%	7%	-3%	0%
Cc1cccc(C(=O)Nc2ccccc2C(=O)NCc2cccnc2)c1	-8%	-0.3%	6%	-2	8	-5%	-5%	-5%	18%
Cc1cc(NS(=O)(=O)c2ccc(NC(=O)C(CC(C)C)N3C(=O)c4ccccc4C3=O)cc2)nc(C)n1 (configuration not stated)	-8%	1.7%	-12%	-1	-1	5%	-4%	-4%	7%
S=C(NCc1ccc2[nH]c3c(c2c1)CCCC3)Nc1ccccc1	-13%	-1.3%	-1%	0	0	1%[57.1 µM]	-2%	0%	1%
Cc1ccc(N/C=C/C(=O)c2ccc(C)cc2)cc1	-20%	0.1%	9%	-1	2	2%[57.1 µM]	1%	0%	5%
COc1ccccc1NC1=C(C)C(=O)CC1	-17%	-0.5%	-11%	0	-1	-10%[57.1 µM]	4%	3%	2%
Cc1ccc(S(=O)(=O)N2CCOCC2)cc1NC(=O)COC(=O)c1ccc(Cl)s1	-10%	/	9%	-8	-4	5%[57.1 µM]	0%	-3%	-3%
CCOC(=O)CN1C(=O)N[C@@H](CCc2ccccc2)C(C(C)=O)=C1C	-16%	/	0%	-2	0	9%[57.1 µM]	0%	-4%	2%
CNC1(C(N)=O)CCNCC1	-11%	-2.1%	6%	2	-3	1%[57.1 µM]	-3%	-4%	4%
O=C(N[C@@H](CCC/[N+]([O-])=C/c1ccccc1)C(=O)O)OCc1ccccc1	-20%	/	-4%	-3	-3	1%	-3%	2%	4%
COc1ccc2nc(Sc3c([N+](=O)[O-])nc(C)n3Cc3ccccc3)[nH]c2c1	-1%	0.7%	0%	-15	8	-12%	-12%	-16%	5%
COc1ccc(-c2nnc(SCC(=O)Nc3c(C)cccc3C)nc2-c2ccc(OC)cc2)cc1	-23%	7.1%	-21%	-6	-3	-10%	2%	-5%	2%
CCNC(=O)C1(C)CCCN(Cc2cc(-c3ccccc3)n(C)n2)C1 (configuration not stated)	/	/	/	-8	-1	/	-2%	-1%	/
CC(C)=N/N=C1/NC(=O)C(Cc2ccccc2)S1 (configuration not stated)	4%	-1.4%	-24%	-10	1	-1%	-3%	3%	-1%
CCC(=O)Nc1c(C#N)c2nc3ccccc3nc2n1C1CCCCC1	-9%	2.8%	-12%	3	-3	7%	-6%	-4%	4%
O=C(Cn1cnc2c(cnn2-c2ccccc2)c1=O)NCCc1ccccc1	-15%	0.3%	8%	1	-3	11%[57.1 µM]	2%	-4%	5%
COc1cc(-c2nnc(-c3cc(-c4ccccc4)nc4ccccc34)o2)cc(OC)c1OC	1%	/	11%	-6	-1	13%	-3%	-1%	3%
Cc1c(OCC(=O)NCCN2CCOCC2)ccc2c1oc(=O)c1ccccc12	-22%	4.6%	1%	-3	-4	66%[activator]	-5%	0%	-2%
Fc1ccc(N2CCN(c3nc4ccccc4c4nc(-c5ccccc5)nn34)CC2)cc1	-24%	0.3%	-2%	-10	3	2%	-5%	-1%	-3%
CN1CCN(C(=O)/C(=C/c2ccc(N(C)C)cc2)NC(=O)c2ccccc2)CC1	?	1.3%	-6%	0	9	-18%	-9%	1%	-4%
CN(C)S(=O)(=O)c1ccc(S(=O)(=O)N2CCCC(C(=O)NC3CC3)C2)cc1 (configuration not stated)	-4%	-2.4%	-3%	-7	-1	-7%	3%	-1%	0%
CC(=O)N(C)c1nc(N)n(-c2ccccc2)n1	-25%	-0.3%	1%	0	-3	-5%	3%	-2%	5%
CC(=O)N(Cc1ccccc1)C1CC(=O)N(Cc2ccccc2)C1=O (configuration not stated)	4%	/	4%	-3	-4	-1%[2.29 µM]	0%	3%	-9%
CN[C@@H](C)C(=O)NC[C@H]1O[C@@H](n2cnc3c(=O)[nH]c(N)nc32)[C@H](O)[C@@H]1O	/	/	/	1	-2	/	3%	-1%	/
CC(=O)Nc1cccc2c1C(=O)N(c1ccc(C)cc1)C2=O	-11%	2.2%	-16%	-5	5	-6%	-5%	7%	-4%
COCOc1cccc(CN2CCC2(C)C(=O)Nc2ccc(C)cc2)c1 (configuration not stated)	/	/	/	3	-3	/	-1%	0%	/
CCc1ccc(-n2c(O)c(C=NCCN(CC)CC)c(=O)[nH]c2=O)cc1	-10%	0.0%	-17%	-1	-18	-5%[57.1 µM]	1%	-2%	2%
Clc1nc(CN2CCCCC2)nc2sc3c(c12)CCCC3	-8%	0.9%	-9%	-3	-2	11%	1%	-3%	-5%
Cc1ccc(NC(=O)c2ccc(=O)[nH]c2)cc1S(=O)(=O)N1CCCCCC1	-14%	/	5%	-3	-3	-5%[57.1 µM]	-16%	-4%	0%
COc1ccc(Nc2ccc(N3C(=O)CCCC3=O)cc2[N+](=O)[O-])c(OC)c1	-15%	0.4%	3%	-6	0	-9%	0%	-4%	-1%
COc1cccc(/C=N/NC(=O)c2c(-c3ccccc3)noc2C)c1OC	-16%	/	7%	-2	0	42%[activator]	3%	-5%	1%
Cc1cc(NC(=O)C(C)SCC(=O)Nc2ccccc2N2CCCC2)no1 (configuration not stated)	-20%	-1.5%	-8%	0	-4	-3%	3%	-2%	-10%
CC(NC(=S)Nc1c(Cl)cccc1OC(F)F)C(C)(C)C (configuration not stated)	-17%	1.8%	-1%	-5	3	-2%	-2%	-2%	1%
CN1Cc2sc(NC(=S)NC(=O)c3ccccc3)c(C#N)c2CC1(C)C	?	7.5%	?	-4	-10	-3%[57.1 µM]	?	-12%	-4%
O=C(COc1ccc(F)cc1Cl)Nc1cccc(S(=O)(=O)N2CCCCCC2)c1	-4%	1.7%	-10%	-1	-2	-5%	-3%	-4%	2%
COc1cc(NC(=O)C2CCN(S(=O)(=O)c3cccs3)CC2)cc(OC)c1	-2%	-0.2%	-8%	-3	3	-16%	1%	-4%	5%
Cc1ccccc1-c1cc(C(=O)NCC2CC2)nn1CC1CC(c2cccc([N+](=O)[O-])c2)=NO1 (configuration not stated)	-23%	-0.3%	-4%	0	0	2%	-4%	-1%	-14%
CCCCSc1nnc(NC(=O)CCc2ccccc2)s1	-9%	1.7%	/	-1	1	-6%	1%	0%	5%
C=CCC1(C#N)C(SC)=NC2=C(C(=O)CC(C)(C)C2)C1c1ccc(Br)cc1 (configuration not stated)	-4%	-0.8%	-1%	-1	-5	-7%	-7%	-3%	-1%
C=CCNCCCCOc1ccccc1-c1ccccc1	-8%	1.7%	-13%	-4	-15	-1%[57.1 µM]	0%	-2%	1%
COc1cccc(CC(=O)OCC(=O)NCCc2ccc(F)cc2)c1	-18%	-0.7%	0%	-3	7	3%	-8%	3%	13%
O=C(N/N=C/c1ccccn1)c1ccco1	-9%	0.2%	8%	18	7	-8%	1%	4%	2%
Cc1noc(C)c1S(=O)(=O)N1CCCC(C(=O)NCc2ccccc2Cl)C1 (configuration not stated)	-22%	4.3%	-6%	-4	-1	2%	5%	0%	-3%
c1c(C2CCCCC2)n[nH]c1CN1CCCCC1	-20%	-0.2%	-2%	-1	3	-4%[57.1 µM]	0%	-6%	-4%
CN(CCOc1ccc(Cl)cc1)C(=O)c1cccc(S(=O)(=O)N2CCN(c3ccccc3)CC2)c1	-11%	/	2%	-1	6	7%	2%	-3%	13%
Cc1cc(C)c(CN2CCN(CCCn3cnc(C(=O)Nc4ccc(C)c(C)c4)n3)CC2)c(C)c1	-19%	/	4%	-11	4	-6%	4%	-9%	-8%
O=C(O)C1C2C=CC(C2)C1C(=O)Nc1cccc(C(=O)N2CCCCC2)c1 (configuration not stated)	?	-0.7%	-3%	-10	-2	8%	1%	-3%	4%
CCC(C(=O)c1ccc(O)cc1)c1ccccc1 (configuration not stated)	-5%	2.2%	2%	0	0	-12%	0%	3%	13%

Source: PubChem BioAssay (National Center for Advancing Translational Sciences (NCATS))
